Source: PubChem BioAssay
HCV NS3h FP – hepatitis C NS3 helicase inhibition, primary screen; NS3h Cy5-dT15 DNA binding, fluorescence polarization; inhibition, % at 100 µM; actives 1.6% (n = 16,000);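 active = inhibition above the average over every tested compound plus 3 SD, cut at about 40% in these data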
Cy5 interf NS3h – counter-screen for HCV NS3 helicase inhibitors: fluorescence interference; actives 6% (n = 16,000); AID 720488; Cy5-dT15 DNA with NS3h; actives lie on both sides; signal over control mean, under 1 quenches; fluorescence interference ratio at 100 µM;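 active = compound fluorescence over control fluorescence at most 0.8, a quencher, or at least a set upper limit, an enhancer; inactive = ratio between 0.8 and the set upper limit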
Active calls of the source: *.

structure | HCV NS3h FP | Cy5 interf NS3h
COCCOC(=O)c1c(C)oc2ccc(OC(=O)c3ccc(OC)c(OC)c3)cc12 | 18.8 | 0.862
S=c1[nH]nc(CSc2nc3ccccc3s2)n1-c1ccccc1 | 17.2 | 1.02
COc1cc(/C=C2/SC(=S)NC2=O)cc(Cl)c1OCc1ccc(Cl)cc1Cl | 48.4* | 1.04
Cc1ccc(/C(N)=N\OC(=O)c2ccc(Br)cc2)cc1 | 13.4 | 1.1
COC(=O)c1ccc(COc2ccc3c(c2)oc(=O)c2ccccc23)cc1 | -0.6 | 1.07
COc1ccc(C(=O)Nc2ccc(C(=O)N3CCOCC3)cc2)cc1OC | -1.3 | 1.06
CCn1c(NC(=O)c2ccc(Cl)cc2)nc2ccccc21 | 0.3 | 1.07
OCCN(CC#CCC(O)(c1ccccc1)c1ccccc1)Cc1ccccc1 | 10.9 | 0.971
CCOc1cc(OCC)cc(C(=O)Nc2ccc(C)cc2)c1 | 13.8 | 0.973
COC(=O)c1ccc(COc2ccc3c4c(c(=O)oc3c2)CCC4)cc1 | 7.0 | 0.926
COc1ccc(CCNC(=O)C(=O)NCCCOC(C)C)cc1 | 6.4 | 1.09
CC(C)=CCC/C(C)=C/CC(C)(C)C1OCCC(C)O1 (stereo not drawn) | -4.4 | 1.03

Carrying on:
structure | HCV NS3h FP | Cy5 interf NS3h
O=C(CN(c1ccc(F)cc1)S(=O)(=O)c1ccccc1)NCCc1ccccc1 | 12.9 | 1.1
O=C1C(=O)N(c2nccs2)C(c2cccc(Br)c2)C1=C(O)c1ccc(Cl)cc1 (stereo not drawn) | 12.0 | 0.823
O=C1c2cc(S(=O)(=O)n3cnc4ccccc43)ccc2-c2ccc(S(=O)(=O)n3cnc4ccccc43)cc21 | 0.7 | 1.03
Cc1ccc2oc(-c3cccc(N)c3C)nc2c1 | 8.7 | 0.56*
Cc1nc(N=C(N)NC(=O)c2ccccc2N)nc2ccccc12 | 17.2 | 1.21*
Cc1ccccc1N1CCN(C(=S)c2ccc(N(C)C)cc2)CC1 | 10.5 | 1.01
CC(C)C(=O)N1c2ccccc2C(N(C(=O)c2ccc(F)cc2)c2ccccc2)CC1C (stereo not drawn) | 3.9 | 1.11
CCOC(=O)c1c(NC(=O)Cc2ccccc2)sc(C(=O)Nc2cc(C(F)(F)F)ccc2Cl)c1C | 1.3 | 1.11
O=C(Nc1c(-c2ccccc2)nc2ccc(Cl)cn12)c1ccc(Br)cc1 | 37.0 | 0.927
CC(=O)Nc1ccc(S(=O)(=O)NNC(=O)c2ccccc2Cl)cc1 | 15.0 | 0.746*
Cc1ccc(OCC(N)=O)c(Br)c1 | -13.0 | 1.05
COCCNC(=O)CN(c1ccc(OC)cc1OC)S(C)(=O)=O | 6.3 | 1.07

Following part:
structure | HCV NS3h FP | Cy5 interf NS3h
COc1ccc(Oc2ccc(Oc3ccc(OC)cc3)cc2)cc1 | -0.3 | 0.926
CC(C)(C)NC(=O)NC12CC3CC(CC(C3)C1)C2 | -1.6 | 1.01
CCOC(=O)c1ccc(NC(=O)c2c(Cl)cccc2Cl)cc1 | 10.0 | 1.01
O=C(CCN1C(=O)/C(=C/c2cccs2)SC1=S)Nc1nc2ccccc2s1 | 14.2 | 0.705*
O=C(O)CCC(=O)N1N=C(c2c(-c3ccccc3)c3cc(Cl)ccc3[nH]c2=O)CC1c1ccc([N+](=O)[O-])cc1 (stereo not drawn) | 22.7 | 1.03
CCOc1cccc2c1N(C(=O)Cc1ccccc1)C(C)(C)c1ssc(=S)c1-2 | 11.8 | 1
Cc1ccc(C(=O)CC2(O)C(=O)Nc3ccccc32)cc1 (stereo not drawn) | 7.2 | 1.04
COc1ccccc1CC(=O)Nc1cccc(C)c1C | 7.4 | 1.15
O=C1NC(=S)N(c2ccccc2)C(=O)/C1=C/c1ccc(Br)cc1 | -3.7 | 0.955
CCCCP(=O)(CCCC)CCP(=O)(CCCC)CCCC | -2.8 | 1.03
COc1ccc(C(=O)NCC23C=CC(O2)C2C(=O)N(c4ccccc4C)C(=O)C23)cc1 (stereo not drawn) | -0.7 | 1.04
O=C(Nc1ccc(Cl)cc1)c1ccccc1[N+](=O)[O-] | -6.1 | 1.06

Remaining list, next part.
structure | HCV NS3h FP | Cy5 interf NS3h
Cc1ccc(-c2ccc(C=C3C(=O)N(C)C(=O)N(C)C3=O)o2)cc1[N+](=O)[O-] | 2.5 | 1.08
O=C(/C=C\c1ccccc1)Nc1ccc2c3c(cccc13)CC2 | 23.1 | 0.732*
COC(=O)CN(c1ccc(C)cc1)S(=O)(=O)c1ccc(SC)cc1 | 20.8 | 1.06
O=C(Nc1ccccc1)c1ccccc1C(=O)N1CCCCC1 | 4.7 | 1.06
COC(=O)c1cc(C(=O)Nc2ccc(C(C)=O)cc2)cc([N+](=O)[O-])c1 | 28.1 | 1.01
CCCOc1cccc(C(=O)Nc2cc(C(=O)OC)cc(C(=O)OC)c2)c1 | 4.1 | 1.03
O=C(N/N=C\c1ccc(O)c([N+](=O)[O-])c1)/C(=C\c1ccc2c(c1)OCO2)NC(=O)c1ccccc1 | 4.6 | 1.01
CCOC(=O)c1c(-c2ccc(Cl)cc2)csc1NC(=O)COc1ccc(F)cc1 | 8.8 | 0.924
CCOC(=O)C1CCN(C(=O)Nc2ccc(Cl)c(Cl)c2)CC1 | 11.5 | 1
CC(C)Cc1ccc(C(C)C(=O)Nc2cccc(O)c2)cc1 (stereo not drawn) | 22.2 | 0.904
OC(C#CCN1CCCCC1)(c1ccccc1)c1ccccc1 | 9.7 | 0.962
O=C(c1cc(N2CCCCC2)c(F)cc1[N+](=O)[O-])N1CCCCC1 | -6.5 | 0.95

Further records follow.
structure | HCV NS3h FP | Cy5 interf NS3h
Cc1ccc(N2C(=O)CC(N3CCC(C)CC3)C2=O)cc1 (stereo not drawn) | 10.0 | 1.23*
O=C(Oc1cccc2ccccc12)c1ccc(Cl)cc1Cl | 5.9 | 0.641*
COc1ccc(N2C(=O)CC(Sc3nccc(C)n3)C2=O)cc1 (stereo not drawn) | 2.8 | 1.04
CN1C(=O)/C(=C\c2ccc(-c3ccc(F)c(Cl)c3)o2)SC1=S | 0.6 | 1.18
O=C(/C=C/c1ccc(Cl)cc1)Nc1ccc(-c2nc3ccccc3s2)c(O)c1 | -12.2 | 0.968
C=CCNC(=O)c1ccc(-c2ccc(Cl)cc2Cl)o1 | -0.7 | 0.994
CCOc1ccc(C(=O)COC(=O)c2ccccc2Br)cc1 | 3.1 | 0.93
CC1CN(c2ccc(C(F)(F)F)cc2[N+](=O)[O-])CCN1S(C)(=O)=O (stereo not drawn) | 9.7 | 0.995
Nc1c(C(=O)NCc2cccnc2)sc(=S)n1-c1ccccc1 | 13.4 | 1.03
CC1(C)Cc2ccccc2-c2nc(NN)n(Cc3ccccc3)c(=O)c21 | 11.0 | 0.868
N#C/C(=C\c1cccs1)C(=O)Nc1ccc(F)cc1 | 5.8 | 1.01
O=C(CCc1ccccc1)Nc1ncc(S(=O)(=O)c2ccc([N+](=O)[O-])cc2)s1 | -0.7 | 0.967

Next part.
structure | HCV NS3h FP | Cy5 interf NS3h
O=C(/C=C/c1ccccc1)NC(=S)Nc1cccc(NC(=O)c2ccco2)c1 | -16.8 | 1.1
O=C1c2ccccc2NC(c2c(Cl)cccc2Cl)N1Cc1ccco1 (stereo not drawn) | 12.4 | 0.975
CCN1C(=O)C(=Cc2ccc([N+](=O)[O-])o2)C(=O)N(CC)C1=S | 34.2 | 0.935
O=C(c1cnn2c1NC(c1ccc3c(c1)OCO3)CC2C(F)(F)F)N1CCN(C(c2ccccc2)c2ccccc2)CC1 (stereo not drawn) | 6.4 | 1.08
Cc1c(C(=O)NCCCC(=O)O)c(-c2ccccc2)nn1-c1ccccc1 | -1.3 | 1
NS(=O)(=O)c1ccc(NC(=O)C(=Cc2ccc(Br)cc2)NC(=O)c2ccccc2Cl)cc1 | 8.5 | 1.02
COc1ccc(COC(=O)C2=C(C)NC3=C(C(=O)CC(C)(C)C3)C2c2coc3ccc(Cl)cc3c2=O)cc1 (stereo not drawn) | 10.8 | 0.939
O=C(NCc1ccccc1)c1nn2c(c1Cl)NC(c1ccc(Cl)cc1)CC2C(F)(F)F (stereo not drawn) | 15.7 | 0.997
CCOC(=O)COc1c(C)cccc1C | -6.2 | 1.01
CCCCOc1ccc(NC(=O)c2ccncc2)cc1 | 10.0 | 1.05
Cc1ccc([N+](=O)[O-])cc1NC(=O)C1CC1(c1ccccc1)c1ccccc1 (stereo not drawn) | 1.8 | 1.05
COc1cc(C=C2C(=O)NC(=S)NC2=O)ccc1OCc1ccc(Cl)cc1 | 17.7 | 0.678*

Next results.
Screens in order – HCV NS3h FP, Cy5 interf NS3h
CCCCOC(=O)c1ccc(NC(=O)C2CC(C)=C(C)CC2C(=O)O)cc1 (stereo not drawn)
  3.2, 0.998
CCN(C(=O)c1ccc(NC(C)=O)cc1)c1ccccc1C
  -2.0, 1.07
CCN(C(C)=O)C1=C(O)c2ccccc2C(=O)C1=O
  -23.3, 1.01
O=C(Nc1cccc2nsnc12)c1ccc(OCc2ccccc2)cc1
  6.3, 1.06
COc1ccc2c(c1)OCC/C2=N\OC(=O)c1ccccc1SC
  6.2, 0.94
COc1ccc(NC(=O)c2cccc(I)c2)cc1Cl
  11.6, 0.992
O=C(/C=C/c1ccccc1Cl)Nc1cccc(F)c1
  1.6, 1.09
COCCCNS(=O)(=O)c1ccc(F)cc1
  -3.7, 1.04
O=C(N1CCN(c2c(F)c(F)c(C(F)(F)F)c(F)c2F)CC1)C12CC3CC(CC(C3)C1)C2
  5.2, 1.09
CC1SC2(C(=O)Nc3ccccc32)N(c2ccccc2)C1=O (stereo not drawn)
  -11.8, 1.03
Cc1cccn2c(=O)c(/C=C3\SC(=S)N(Cc4ccccc4)C3=O)c(NCCCn3ccnc3)nc12
  7.0, 0.591*
Cc1cccc(OCC(=O)NCCCN(C)C)c1
  6.0, 1.07
Cc1c(NC(=O)/C=C/c2ccccc2)c(=O)n(-c2ccccc2)n1C
  1.3, 1.1
Cc1ccc(NC(=O)COc2ccc(Cl)cc2Cl)c([N+](=O)[O-])c1
  5.8, 1.03
O=C(NC(NC(=S)Nc1cccc(Br)c1)C(Cl)(Cl)Cl)c1ccccc1F (stereo not drawn)
  -9.3, 0.981
Cc1ccc(OCC(=O)Nc2cccc(I)c2)cc1
  9.9, 0.981
Cc1cc(NCCO)nc(-n2nc(C)cc2C)n1
  -7.2, 1.05
COC(=O)C(=C/C(Cl)=C/N(C)C)C(=O)OC
  9.6, 0.817
COc1ccc(Cl)cc1NC(=O)c1cnn2c1NC(c1cccs1)CC2C(F)(F)F (stereo not drawn)
  -14.1, 1.01
Cc1ccccc1NC(=O)/C(C#N)=C\c1ccc(C)c([N+](=O)[O-])c1
  16.4, 0.948
CCn1nnnc1-c1ccc(OC)c(S(=O)(=O)Nc2cccc(C(F)(F)F)c2)c1
  9.4, 0.846
Cc1cccc2sc(NC(=O)c3ccccc3C(=O)O)nc12
  4.2, 1.01
CC(c1ccccc1)c1nnc(NC(=O)Nc2ccc(Cl)cc2)s1 (stereo not drawn)
  0.3, 1.03
Cn1c(-c2ccco2)nc2c3ccccc3c3ccccc3c21
  9.1, 0.957
CC(=O)c1cccc(NC(=O)/C(=C\c2cccs2)NC(=O)c2ccccc2)c1
  2.2, 1
CCOC(=O)/C=C/COc1ccc2oc(-c3ccccc3)c(C(=O)OCC)c2c1
  17.1, 0.938
Cc1ccc2c(c1)NC(c1cccc(O)c1)C1=C(CC(C)(C)CC1=O)N2 (stereo not drawn)
  -1.6, 0.93
O=C(Cc1cccs1)Nc1cccc(C(F)(F)F)c1
  4.7, 1.02
O=[N+]([O-])c1ccccc1CSc1nnnn1-c1ccccc1
  16.2, 0.934
O=C(Nc1ccc(-c2nc3ccccc3o2)c(O)c1)c1cccc(OCc2ccccc2)c1
  -13.7, 0.858

Carrying on.
Screens in order – HCV NS3h FP, Cy5 interf NS3h
C=C(C)C1CC=C(C)/C(=N\NC(=O)c2cccc(C)c2)C1 (stereo not drawn)
  6.6, 0.941
O=C(Nc1ccccc1C(=O)Nc1ccccn1)c1ccco1
  42.4*, 1.06
CCOc1ccc(N2C(=O)CC(Sc3nc4ccc(OCC)cc4s3)C2=O)cc1 (stereo not drawn)
  13.4, 0.984
O=C1N=c2ccc([N+](=O)[O-])cc2=C1c1sc(NS(=O)(=O)c2ccccc2)nc1O
  41.1*, 1
CC(=O)n1cnc(-c2ccc(N)c([N+](=O)[O-])c2)c1
  4.2, 0.951
COc1cc(CN2CCN(Cc3cccc(F)c3)CC2)cc(OC)c1OC
  -4.8, 1.09
Cc1c(NC(=O)CSc2nnc(-c3cccc(F)c3)n2-c2ccccc2)c(=O)n(-c2ccccc2)n1C
  8.2, 1.09
CCOC(=O)C1CCN(C(=O)Nc2cccc(Cl)c2)CC1
  0.9, 0.968
COc1ccc(/C=C(\C#N)C(=O)O)cc1
  4.4, 1.15
C=CCNC(=O)CN(c1ccc(C)cc1)S(=O)(=O)c1ccc(OCC)cc1
  0.4, 1
CC(C)(CN1CCOCC1)NS(=O)(=O)c1ccc(Cl)cc1
  -21.0, 1.07
Cc1cc(/C=C2\C(=O)NC(=S)N(c3ccc(Br)cc3)C2=O)c(C)n1-c1cccnc1
  2.5, 1.12
Cc1ccc(C(=O)N2N=C(c3ccccc3)CC2(O)C(F)(F)F)cc1 (stereo not drawn)
  14.3, 0.921
C=CCn1c(CSc2nc3ccccc3s2)n[nH]c1=S
  5.0, 1.02
CS(=O)(=O)N(CC(=O)Nc1cccc2ccccc12)c1cccc(Cl)c1
  14.6, 0.951
CCOc1cc(/C=c2\sc3n(c2=O)C(c2cccc(OC)c2)C(C(=O)Nc2ccccc2)=C(C)N=3)ccc1O (stereo not drawn)
  2.6, 1.05
Cc1ccc(/C=C2\SC(=S)N(CC(C)C)C2=O)cc1
  6.1, 0.88
Cc1ccc(OCC(=O)Nc2ccc(F)c([N+](=O)[O-])c2)cc1
  6.0, 0.927
